hERG WT inh – inhibitors of human wildtype KCNH2 potassium channel | Q12809 | U2OS, BacMam KCNH2, thallium flux FluxOr; stronger effect = lower value | activity change, % at 1.84 µM | hit rate 0.37% among 340,000;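 active = maximum activity change below -70%; inconclusive = maximum activity change between -70% and -50%; inactive = maximum activity change above -50%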
Target sequence (Q12809 whole entry, looked up): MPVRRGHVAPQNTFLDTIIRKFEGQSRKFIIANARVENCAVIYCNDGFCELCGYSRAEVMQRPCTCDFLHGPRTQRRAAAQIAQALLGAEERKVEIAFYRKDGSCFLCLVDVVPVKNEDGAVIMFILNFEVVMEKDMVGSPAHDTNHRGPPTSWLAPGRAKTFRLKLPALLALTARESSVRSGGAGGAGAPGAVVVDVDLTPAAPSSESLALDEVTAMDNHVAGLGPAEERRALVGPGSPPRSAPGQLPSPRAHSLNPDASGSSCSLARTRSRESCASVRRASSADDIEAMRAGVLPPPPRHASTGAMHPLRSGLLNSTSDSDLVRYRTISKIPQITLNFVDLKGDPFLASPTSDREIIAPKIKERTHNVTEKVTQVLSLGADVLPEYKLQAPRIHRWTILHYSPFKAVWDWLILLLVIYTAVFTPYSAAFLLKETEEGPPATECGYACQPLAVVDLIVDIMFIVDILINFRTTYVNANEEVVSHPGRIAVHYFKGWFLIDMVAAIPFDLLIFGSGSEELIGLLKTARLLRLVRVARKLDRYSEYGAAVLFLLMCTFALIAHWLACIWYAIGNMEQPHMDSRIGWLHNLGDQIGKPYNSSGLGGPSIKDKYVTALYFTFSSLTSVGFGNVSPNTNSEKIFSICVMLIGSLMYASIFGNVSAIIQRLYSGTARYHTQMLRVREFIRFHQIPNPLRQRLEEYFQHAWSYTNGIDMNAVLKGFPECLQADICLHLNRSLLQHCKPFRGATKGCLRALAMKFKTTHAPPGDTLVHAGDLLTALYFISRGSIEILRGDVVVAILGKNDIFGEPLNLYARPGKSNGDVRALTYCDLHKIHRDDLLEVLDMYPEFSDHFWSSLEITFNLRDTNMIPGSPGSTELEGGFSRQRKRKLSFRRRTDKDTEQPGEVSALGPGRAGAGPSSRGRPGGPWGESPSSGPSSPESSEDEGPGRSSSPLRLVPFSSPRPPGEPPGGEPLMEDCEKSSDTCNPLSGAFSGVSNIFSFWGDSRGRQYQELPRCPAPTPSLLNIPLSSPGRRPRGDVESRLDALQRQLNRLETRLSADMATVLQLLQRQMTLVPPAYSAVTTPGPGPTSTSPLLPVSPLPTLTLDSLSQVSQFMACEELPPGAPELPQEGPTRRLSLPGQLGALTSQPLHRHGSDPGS
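U2OS cells were transduced with wild-type KCNH2 virus (2.03 x 10^8 / mL) for 4 h at room temperature, then cultured overnight at 37 C. Thallium flux was read with FluxOr dye. Rate constants were normalized to DMSO controls.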
Starred values were filed as active, the others as inactive; u = inconclusive. % is set by controls: 0 for no effect and ±100 for the full control effect. The list is partial (hit frequency here may not be typical).

| smiles | hERG WT inh |
| --- | --- |
| CC(C)(C)c1ccc(C(=O)NCc2nnc(SCC(=O)N3CCCC3)o2)cc1 | -2.8 |
| COc1ccc([C@H]2C[C@@H](n3cc(C4CC4)nn3)[C@H](O)CN2C(=O)c2cccs2)cc1 | 10.6 |
| O=C(NCCN1CCOCC1)C(=O)NCC1OCCN1S(=O)(=O)c1ccc(Cl)cc1 (stereo not given) | 17.4 |
| C1CCN(CCC2CCCCN2)CC1 (stereo not given) | 7.3 |
| O=C(NCCS(=O)(=O)N1CCN(C(=O)c2ccco2)CC1)c1ccccc1 | -2.4 |
| COc1cc(N=Nc2ccc(Br)cc2)cc(C=O)c1O | 0.7 |
| CN(C)c1ccc(Cl)c(NC(N)=S)c1 | -2.4 |
| Cc1ccc(C(=O)OCC(=O)Nc2c(C)nn(-c3ccccc3)c2C)c(O)c1 | 3.7 |
| Nc1ccc(Cl)cc1C(=O)c1ccc[nH]1 | -1.2 |
| COC(=O)C[C@H]1C[C@H]2c3cc(NC(=O)CC4CC4)ccc3O[C@H]2[C@H](CO)O1 | -10.1 |
| N#Cc1cnn(-c2cc(Cl)ccc2Cl)c1N | 7.3 |
| Cc1ccc(S(=O)(=O)N2CCOCC2)cc1C(=O)OCC(=O)Nc1ccc(Cl)cn1 | -4.5 |
| C=CCn1c(C)nnc1SCC(=O)N1c2ccccc2NC(=O)C1(C)C | -0.6 |
| COc1ccccc1OCCSc1nc2ccccc2n1CC(=O)O | 6.8 |
| Cc1cnc(C=O)c2cccc([N+](=O)[O-])c12 | 12.7 |
| CC1(C)CC(=O)C2=C(C1)OC1=C(C(=O)CC(C)(C)C1)C2c1ccccc1Cl | -47.6 |
| C[C@H](CO)N1C[C@H](C)[C@@H](CN(C)S(=O)(=O)c2ccccc2)OCc2cn(nn2)CCCC1=O | -12.8 |
| CC(C)COC(=O)N(C)C[C@H]1OCc2cn(nn2)CCCC(=O)N([C@H](C)CO)C[C@@H]1C | 0.0 |
| Cn1c(SCC(=O)NC2CCCCC2)nnc1C(F)(F)F | -18.8 |
| Cc1c(-c2ccc(OCCN3CCCCC3)cc2)c(=O)oc2ccc3ccccc3c12 | -10.8 |
| CC(C)(C)OC(=O)NCCc1onc(-c2ccccc2F)c1C(=O)O | -5.1 |
| COc1ccccc1-c1ccc([C@@H]2C[C@H]3[C@@H](CN2)CON3C)cc1 | -0.6 |
| COc1cccc(CN(C)C[C@H]2OCc3cnnn3CCCC(=O)N([C@@H](C)CO)C[C@@H]2C)c1 | 8.8 |
| c1ccc2c(-c3nc4ccccc4[nH]3)cccc2c1 | 16.3 |
| c1coc(-c2cnc3ccccc3n2)c1 | -0.2 |
| O=P1(O)CC2=C(CC=CC2)C1 | 5.4 |
| CC(Sc1nnc(C(C)Oc2ccc(F)cc2)o1)C(=O)NCc1ccc2c(c1)OCO2 (stereo not given) | 1.9 |
| CN(C)c1ccc(N=Nc2nccs2)cc1 | -1.8 |
| C[C@H](CO)N1C[C@H](C)[C@@H](CN(C)C(=O)c2cc(-c3ccccc3)on2)OCc2cnnn2CCCC1=O | 4.6 |
| Nc1ccccc1-n1nc2ccc3ccccc3c2n1 | 2.8 |
| C=CCN(c1ccccc1OC)S(=O)(=O)c1ccc(Cl)c(C(=O)NCc2ccco2)c1 | 3.6 |
| COc1ccc2nc(N(CCN(C)C)C(=O)c3ccc4ncsc4c3)sc2c1 | 2.2 |
| COc1cccc(CCNC(=O)c2cc(COc3cccc(OC)c3)on2)c1 | 10.6 |
| c1ccc2c(C3OCC4(CCCCC4)CO3)cccc2c1 | 1.8 |
| CN(CC(=O)Nc1ccc(Cl)c(C(F)(F)F)c1)S(=O)(=O)c1cnc[nH]1 | 12.0 |
| O=C(c1cccs1)N1C[C@@H](O)[C@H](n2cc(C3CC3)nn2)C[C@@H]1c1ccccc1 | 17.4 |
| C[C@H](CO)N1C[C@H](C)[C@H](CN(C)Cc2ccc(C(=O)O)cc2)OCc2ccccc2-c2c(n(C)c3ccccc23)C1=O | -1.5 |
| CCc1cccc(CC)c1N1C(=O)C2=C(SCCCS2)C1=O | -17.4 |
| Cn1cc(C=CC(=O)O)c2nccnc21 | 38.9 |
| CC1(C)N=C(N)N=C(N)N1c1ccc(OCC(=O)N2CCOCC2)cc1 | -2.7 |
| COc1ccc([C@H]2CN(CCc3ccccc3)C(=O)[C@@H]2CC(=O)Nc2ccccc2)cc1 | 3.6 |
| O=C(OCc1cn([C@@H]2CN(C(=O)C3CCCCC3)[C@@H](c3ccc(Cl)cc3)C[C@H]2O)nn1)c1ccccc1 | 0.0 |
| NS(=O)(=O)c1ccc(CCNC(=O)CSc2nc3ccsc3c(=O)n2Cc2ccccn2)cc1 | -12.5 |
| CC(=O)Nc1ccc2sn(-c3ccccc3)c(=O)c2c1 | -10.4 |
| Cc1ccc2c(=O)n3c(nc2c1)C(Cc1ccccc1)NC(=O)c1cc2ccccc2cc1-3 (stereo not given) | -5.6 |
| COc1ccc(S(=O)(=O)N2CCCOC2CNC(=O)C(=O)NCc2ccccc2C)cc1 (stereo not given) | 7.0 |
| COCOCCn1cc(CN2CCS(=O)(=O)N(Cc3ccc(-c4ccc(Cl)c(Cl)c4)cc3)C(C)C2=O)nn1 (stereo not given) | 25.1 |
| CC(C)[C@H](NC(=O)c1ccccc1F)C(=O)Nc1cccc(S(=O)(=O)N2CCOCC2)c1 | -40.0 |
| Cc1noc(C)c1S(=O)(=O)N(C)C[C@H]1OCCCC[C@@H](C)Oc2ccc(NC(=O)CCCN(C)C)cc2C(=O)N([C@H](C)CO)C[C@@H]1C | -4.9 |
| C[C@@H]1CN([C@@H](C)CO)C(=O)CCCn2cc(nn2)CO[C@H]1CN(C)S(=O)(=O)c1cccc(F)c1 | -0.5 |
| CCCCCC(=O)N1C[C@@H](n2cc(-c3ccc(F)cc3)nn2)[C@H](O)C[C@@H]1c1ccccc1 | 1.1 |
| COC(=O)C1=C(O)/C(=C/c2ccc(OCC(=O)Nc3ccc(OC)cc3)cc2)N=C1C | -0.9 |
| NC1(CO)COC(c2ccccc2)OC1 (stereo not given) | u |
| O=C(Cn1cc(C(F)(F)F)ccc1=O)Nc1ccc2c(c1)OCO2 | 37.3 |
| C=CCSc1nc2c(N)ncnc2n1C1OC(CO)C(O)C1O (stereo not given) | 0.5 |
| NC(=O)CCC(NC(=O)OCc1ccccc1)C(=O)OCC(=O)c1ccccc1 (stereo not given) | -4.7 |
| C[C@H](CO)N1C[C@H](C)[C@@H](CN(C)C(=O)Nc2cc(F)ccc2F)Oc2ncc(-c3cccc(F)c3)cc2C1=O | -0.1 |
| CC1CCN(C(=O)c2ncn3c2c(=O)[nH]c2ccccc23)CC1 | -16.1 |
| Cc1ccc(S(=O)(=O)N2C[C@H]3C(=O)C[C@@H](c4cccc(Cl)c4)N(S(=O)(=O)c4ccc(C)cc4)[C@H]3C[C@H]2c2ccc(Cl)cc2)cc1 | -2.7 |
| CC1=C(C(=O)N2CCOCC2)CC(CC(=O)NC2CC2)C(=O)N1Cc1ccc(C(C)(C)C)cc1 (stereo not given) | -16.8 |

Among those listed so far, these contain two or more sulfur atoms.
| smiles | hERG WT inh |
| --- | --- |
| COc1ccc2nc(N(CCN(C)C)C(=O)c3ccc4ncsc4c3)sc2c1 | 2.2 |
| CCc1cccc(CC)c1N1C(=O)C2=C(SCCCS2)C1=O | -17.4 |
| NS(=O)(=O)c1ccc(CCNC(=O)CSc2nc3ccsc3c(=O)n2Cc2ccccn2)cc1 | -12.5 |
| Cc1ccc(S(=O)(=O)N2C[C@H]3C(=O)C[C@@H](c4cccc(Cl)c4)N(S(=O)(=O)c4ccc(C)cc4)[C@H]3C[C@H]2c2ccc(Cl)cc2)cc1 | -2.7 |

(cont.)
canonical_smiles	hERG WT inh
CCCCn1c(N)c(N(Cc2ccccc2OC)C(=O)C(C)Oc2cccc(Cl)c2)c(=O)[nH]c1=O (stereo not given)	-2.3
C[C@@H]1CN([C@@H](C)CO)C(=O)CCCn2cc(nn2)CO[C@H]1CN(C)S(=O)(=O)c1ccccc1F	3.6
COCCCN1C(=O)C(CC(=O)NCc2cccs2)CC(C(=O)N2CCOCC2)=C1C (stereo not given)	-2.9
C[C@@H]1CN([C@H](C)CO)C(=O)CCCn2nncc2CO[C@@H]1CN(C)S(=O)(=O)c1ccc(Cl)cc1	-6.3
C=CCn1nc(C(=O)N2CCOCC2)cc1-c1sc(NC(=O)c2ccccc2)nc1C	-1.8
Cc1nc(Cc2nnc(SCC(=O)N3c4ccccc4NC(=O)C3(C)C)o2)cs1	-12.2
Cc1csc(=O)n1CCC(=O)OCC(=O)NCc1ccccc1	-1.8
COc1cccc(CN2CC(C(=O)NCCc3nccs3)CCC2=O)c1 (stereo not given)	-1.0
C[C@@H]1CN([C@@H](C)CO)S(=O)(=O)c2ccc(C#CC3CCCCC3)cc2O[C@@H]1CN(C)Cc1cccnc1	4.6
COc1cccc(CN(CCC(=O)O)Cc2cccc(OC)c2)c1	-2.9
C[C@H](CO)N1C[C@H](C)[C@@H](CN(C)CC2CCOCC2)Oc2cc(C#Cc3ccccc3F)ccc2S1(=O)=O	-2.7
COc1ccc([C@@H]2C[C@H]3[C@@H](CN2S(=O)(=O)c2ccccc2)C(=O)C[C@@H](c2cccc4ccccc24)N3S(=O)(=O)c2ccc(C)cc2)cc1	-4.1
O=C(c1ccccc1)N(C(=O)c1ccccc1)c1ccccc1	-3.5
COc1ccc(Cl)cc1C(=O)NC1CC(C)(C)NC(C)(C)C1	-3.0
COc1ccc(/C=C/C(=O)OCC(=O)Nc2nnc(-c3ccccc3)o2)c(OC)c1	-7.0
O=c1c2cc(C(F)(F)F)ccc2sn1-c1ccccc1	1.3
CCN(c1ccccc1)S(=O)(=O)c1cccc(C(=O)Nc2cccc(C)n2)c1	9.7
COc1ccc(CCNC(=O)CNC(=O)N2CC(=O)Nc3ccccc32)cc1	8.7
C[C@H]1CN([C@@H](C)CO)C(=O)CCCn2nncc2CO[C@@H]1CN(C)S(=O)(=O)c1ccc2ccccc2c1	-7.0
COc1cccc(CN(C)C[C@@H]2OCc3ccccc3-c3c(n(C)c4ccccc34)C(=O)N([C@@H](C)CO)C[C@H]2C)c1	-9.5
COCOCCn1cc(CN2CCS(=O)(=O)N(Cc3ccc(-c4ccc(Cl)cc4)cc3)C(C(C)C)C2=O)nn1 (stereo not given)	-3.4
CCN(CC)C(=O)C1=C(C)N(Cc2ccc(OC)cc2)C(=O)C(CC(=O)NC2CCCCC2)C1 (stereo not given)	2.3
CCOC(=O)C1=C(COC(=O)C2CC(=O)N(c3ccccc3CC)C2)NC(=O)NC1C (stereo not given)	2.4
C[C@H](O)[C@@H]1C(=O)N2CCc3c([nH]c4ccccc34)[C@@H]2C[C@@H]1N(C)Cc1ccc2c(c1)OCO2	-11.0
COc1cc(C(=O)N(Cc2ccccc2)c2cccc(C)c2)ccc1OCC(=O)N1CCOCC1	-13.8
Cc1ncoc1C(=O)NC1CCCc2c1cnn2-c1cc(F)cc(F)c1 (stereo not given)	11.0
COc1ccccc1C#Cc1cnc2c(c1)C(=O)N([C@H](C)CO)C[C@H](C)[C@@H](CN(C)S(=O)(=O)c1cn(C)cn1)O2	-7.9
COc1ncnc2c1ncn2CCCN(C)Cc1ccco1	-0.3
Clc1ccc(Br)c(-c2nc3ccccc3[nH]2)c1	5.5
CC(=O)NC(CCc1ccc(Cl)c(Cl)c1)c1cccc(O)c(=O)c1 (stereo not given)	2.0
Nc1ccccc1CCc1ccccc1N	0.5
O=C(Nc1ccc2nc(N3CCOCC3)sc2c1)c1cc2ccccc2o1	-26.2
COCC#Cc1cnc2c(c1)C(=O)N([C@H](C)CO)C[C@H](C)[C@@H](CN(C)S(=O)(=O)c1ccccc1)O2	-7.1
O=C(CCCN1C(=O)/C(=C\c2cccs2)SC1=S)Nc1ccccc1O	-10.0
CCOC(=O)CCCCCC(=O)Nc1ccc2c(c1)C(=O)N([C@@H](C)CO)C[C@H](C)[C@H](CN(C)S(=O)(=O)c1ccc(OC)cc1)OCCCC[C@H](C)O2	8.5
CC1(C)CC(=Cc2ccccc2[N+](=O)[O-])C(=O)c2ccccc21	-11.1
CN1CC(O)(C(O)C(O)C(O)CO)SC1=S (stereo not given)	-6.2
COc1ccc(NC(=O)C2CCN(S(=O)(=O)c3ccc(Cl)c(C(F)(F)F)c3)CC2)cn1	13.3
O=S(=O)(Nc1nc(-c2ccco2)c(-c2ccco2)s1)c1ccc(F)cc1F	5.8
O=C(c1ccccc1F)N1N=C(C(F)(F)F)CC1(O)c1ccccc1 (stereo not given)	2.0
CCN(CC)C(=O)Cn1cc(S(=O)(=O)CC(=O)N2CCOCC2)c2ccccc21	7.5
CC(NC(=O)COC(=O)C1CCN(c2ccc(C(F)(F)F)cn2)CC1)c1ccccc1 (stereo not given)	-1.6
CCOc1ccc(OCC)c(NC(=O)C2C3C=CC(O3)C2C(=O)O)c1 (stereo not given)	-2.2
Cc1ccc(NC(=O)c2cc(S(=O)(=O)N3CCCCC3)ccc2N2CCOCC2)c(C)c1	43.0
C(=Nn1cnnc1)c1ccc2c(c1)CCC2	3.7

Entries listed so far containing a thiophene ring, fused or not:
canonical_smiles	hERG WT inh
COc1ccc([C@H]2C[C@@H](n3cc(C4CC4)nn3)[C@H](O)CN2C(=O)c2cccs2)cc1	10.6
O=C(c1cccs1)N1C[C@@H](O)[C@H](n2cc(C3CC3)nn2)C[C@@H]1c1ccccc1	17.4
NS(=O)(=O)c1ccc(CCNC(=O)CSc2nc3ccsc3c(=O)n2Cc2ccccn2)cc1	-12.5
COCCCN1C(=O)C(CC(=O)NCc2cccs2)CC(C(=O)N2CCOCC2)=C1C (stereo not given)	-2.9
O=C(CCCN1C(=O)/C(=C\c2cccs2)SC1=S)Nc1ccccc1O	-10.0

Other entries follow:
canonical_smiles	hERG WT inh
O=C(Oc1ccc(=O)[nH]n1)c1ccccc1	-5.2
CCC(Sc1nc2ccsc2c(=O)n1Cc1ccc(C(=O)O)cc1)C(=O)Nc1cc(Cl)ccc1C (stereo not given)	-5.3
COC1OCC(O)C(NC(=O)N(C)N=O)C1O (stereo not given)	0.9
C[C@H]1CN([C@@H](C)CO)C(=O)CCCn2nncc2CO[C@H]1CN(C)C(=O)Nc1ccccc1	2.2
C/C(=N\NC(=O)c1ccccc1-n1cccc1)c1ccccn1	1.1
